MrgX1 ag: agonists of human MrgX1 receptor; B-score at 10 µM; MrgX1-HEK293 cells, Fluo-4 calcium fluorescence, agonist mode; active compounds read high; 310,000 compounds, 0.44% hits; Q96LB2; AID 588627;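 active = calcium response B-score plate-corrected fluorescence ratio at least 3 library SD, with starting fluorescence B-score inside 5 SD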
Target sequence (Q96LB2 whole entry, looked up): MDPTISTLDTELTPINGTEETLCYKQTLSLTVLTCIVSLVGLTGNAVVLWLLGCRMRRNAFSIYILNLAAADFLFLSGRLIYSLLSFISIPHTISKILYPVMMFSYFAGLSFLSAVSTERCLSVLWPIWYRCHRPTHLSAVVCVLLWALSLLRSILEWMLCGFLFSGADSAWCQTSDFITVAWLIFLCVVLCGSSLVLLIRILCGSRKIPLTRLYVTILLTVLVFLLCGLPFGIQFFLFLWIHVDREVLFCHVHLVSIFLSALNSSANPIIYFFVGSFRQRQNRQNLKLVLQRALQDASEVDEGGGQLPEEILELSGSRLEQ
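times = overnight plating, then 30 min 37 °C plus 30 min room-temperature dye loading | assay system = stable human MrgX1 HEK293 cell line | input = fifteen thousand cells per well | signal = kinetic calcium dye fluorescence, Fluo-4 NW | dosing = compound delivered in addition one of three | read-out = B-scored fluorescence response ratio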
MrgX1 PAM: allosterically activates human MrgX1 receptor signaling | Q96LB2 | MrgX1-HEK293, Fluo-4 calcium flux, FDSS; active compounds read high | B-score at 10 µM | 310,000 compounds, 0.63% hits;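 active = plate-corrected calcium response at least 3 library SD above typical, normal starting fluorescence, not activating the receptor alone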;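 note: compound read alongside a low EC10 to EC30 dose of BAM8-22 agonist; peak minus trough fluorescence over baseline measured at the second addition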
TRPC4 inh: inhibitors of mouse TRPC4 channel | Q9QUQ5 | HEK293 TRPC4beta/mu-opioid, DAMGO-evoked Fluo4 calcium flux; active compounds read low | B-score at 10 µM | 300,000 compounds, 0.39% hits;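 active = B-score over 3 SD under the library average, no early fluorescence shift, positive overall ratio signal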
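Assay system: TRPC4beta/mu-opioid receptor HEK293 cell line; compound dosing: single concentration per test compound; detection: Fluo4 Ca2+ flux fluorescence; evaluation: per-well B score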
TRPC6 activator: activates the mouse TRPC6 cation channel; 310,000 compounds, 0.13% hits; Q61143; AID 2550; HEK293-TRPC6 membrane potential dye fluorescence; active compounds read high; B-score at 10 µM;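 active = B-score of the integrated fluorescence ratio above library mean plus 3 SD, and starting fluorescence ratio within library mean plus 5 SD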;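 note: higher score means more depolarization so channel activation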
TRPC4 act: activators of mouse TRPC4 channel | AID 2237 | 310,000 compounds, 0.49% hits | B-score at 10 µM | HEK293 TRPC4beta/mu-opioid, Fluo4 calcium fluorescence; active compounds read high;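 active = B-score above 5 SD of library B-scores, and initial fluorescence ratio not above library mean plus 5 SD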;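 note: positive B-score marks a calcium rise read as TRPC4 activation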
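Material: HEK293 stable line with TRPC4beta plus mu-opioid receptor; technique: Fluo4 calcium-sensitive dye fluorescence, kinetic, 1 Hz baseline; timing: Fluo4 dye loading 45 min at room temperature, 110 s recording; controls: assay buffer as low control, maximal DAMGO as high control; read-out: integrated baseline-normalised fluorescence ratio, converted to per-well B score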
TRPC6 inh: inhibitors of mouse TRPC6 channel; Q61143; HEK293-TRPC6, membrane potential dye, ACh-evoked depolarization; active compounds read low; B-score at 10 µM; 310,000 compounds, 1.1% hits; AID 2553;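 active = B-score under library mean minus 3 SD, initial fluorescence not abnormally high, positive integrated signal ratio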;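 note: B-score derived from integrated fluorescence ratio over the kinetic read; more negative B-score means stronger inhibition of depolarization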
MrgX1 antag: blocks BAM8-22 activation of human MrgX1 receptor | B-score at 10 µM | Q96LB2 | MRGX1-HEK293 calcium flux, Fluo-4, BAM8-22 antagonism; active compounds read low | 310,000 compounds, 1.3% hits | AID 588676;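 active = calcium-response B-score plate-corrected more than 3 library SD below zero, starting fluorescence within 5 deviations, no agonist response on first addition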;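 note: peak minus trough fluorescence over baseline after final BAM8-22 challenge near maximal dose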
TRPC4 potent: TRPC4 (mouse) allosteric potentiation. AID 2227. HEK293 TRPC4beta/mu-opioid, DAMGO EC20, Fluo-4 Ca2+ flux; active compounds read high. B-score at 10 µM. Q9QUQ5. 310,000 compounds, 0.42% hits;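 active = B-score of calcium response area above 5 SD of library B-scores, with initial fluorescence ratio within 5 SD of library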;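 note: B-score of integrated fluorescence ratio over time as area under calcium response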
TMEM16A inh: mouse TMEM16A channel inhibition, primary screen; normalized B-score (activity score, 25-100; higher = stronger inhibition) at 10 µM; 310,000 compounds, 1.2% hits; HEK293 TMEM16A/YFP iodide influx fluorescence, ionomycin; Q8BHY3;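 active = ratio plate-corrected score three or more library SD toward inhibition, starting fluorescence score within five deviations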;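 note: score derived from kinetic fluorescence span divided by baseline fluorescence per well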
TMEM16A act: activators or potentiators of mouse TMEM16A chloride channel | Q8BHY3 | HEK293 TMEM16A/YFP-H148Q/I152L, iodide quench fluorescence; active compounds read low | B-score at 10 µM | 340,000 compounds, 0.3% hits | AID 623877;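 active = fluorescence-ratio B-score plate-corrected deviation score at least 3 library SD below zero, with starting fluorescence score within 5 deviations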;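 note: channel opened by trigger with iodide after compound preincubation; score built on the fluorescence ratio of max minus min over baseline; more negative score means more quench and so TMEM16A activation or potentiation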
RGS4 inh: human RGS4 inhibition. B-score at 10 µM. HEK293 M3R/RGS4 inducible, Fluo-4 calcium flux; active compounds read high; triggered by carbachol at its EC20. AID 463165. 310,000 compounds, 0.45% hits;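 active = B-score, a plate-corrected calcium signal, over three deviations above library mean, with baseline fluorescence within five deviations of library mean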;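 note: RGS4 expression induced by doxycycline in cells with stable M3 receptor; B-score is computed from the integrated fluorescence ratio over baseline after carbachol; higher B-score means a larger calcium signal and so more RGS4 inhibition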
Target sequence (P49798 whole entry, looked up): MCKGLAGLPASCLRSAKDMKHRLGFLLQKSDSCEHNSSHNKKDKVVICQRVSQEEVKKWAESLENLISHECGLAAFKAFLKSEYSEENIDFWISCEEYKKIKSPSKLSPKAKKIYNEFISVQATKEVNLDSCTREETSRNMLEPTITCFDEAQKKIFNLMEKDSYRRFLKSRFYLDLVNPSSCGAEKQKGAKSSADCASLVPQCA
Starred values were filed as active, the others as inactive; i = inactive; x = no result given.

smiles	MrgX1 ag	MrgX1 PAM	TRPC4 inh	TRPC6 activator	TRPC4 act	TRPC6 inh	MrgX1 antag	TRPC4 potent	TMEM16A inh	TMEM16A act	RGS4 inh
C/C(=N\NC(=O)c1ccc(C)cc1)C1C(=O)c2ccccc2C1=O	i	i	i	i	i	i	i	i	i	i	i
Cn1c(=O)n(CCOc2ccc(Cl)cc2Cl)c2ccccc21	i	i	i	i	i	i	i	i	i	i	i
OC1CCCN(C(=S)Nc2ccc(SC(F)F)cc2)C1 (stereo not given)	i	i	i	i	i	i	i	i	i	i	i
COc1ccccc1-c1cc(C(F)(F)F)nc(S(=O)(=O)CCCC(=O)N2CCOCC2)n1	i	i	i	i	i	i	i	i	i	i	i
CCOC(=O)[C@@H]1[C@H]2COc3ccc(Br)cc3[C@H]2N2C(=O)N(c3cccc(Cl)c3)C(=O)[C@]12C	i	i	i	i	i	i	i	i	i	i	i
Cc1ccc(C(=O)N2CCN=C2SCc2ccc([N+](=O)[O-])cc2)cc1C	i	i	i	i	i	i	i	i	i	i	i
O=C(Cn1ncc2c(=O)oc3ccccc3c21)N1CCCc2ccccc21	i	i	i	i	i	i	i	i	i	i	i
O=C(OC1CCS(=O)(=O)c2sccc21)c1ccccc1 (stereo not given)	i	i	i	i	i	i	i	i	i	i	i
CCCCc1nc(N2CCOCC2)c(C#N)c2c1COC(C)(C)C2	i	i	i	i	i	i	i	i	i	i	i
O=C(NCc1ccccn1)c1ccc(Cl)c(S(=O)(=O)N2CCCCC2)c1	i	i	i	i	i	i	i	i	i	i	i
CC(C)N1C(=O)C2C(C(=O)NC3CCCCC3)C3C=CC2(O3)C1C(=O)NC1CCCC1 (stereo not given)	i	i	i	i	i	i	i	i	i	i	i
CCCn1c(SCC(=O)N2CCCc3ccccc32)nnc1-c1ccccn1	i	i	i	i	i	i	i	i	i	i	i
CN(C)CCN(C(=O)c1ccc(C(=O)c2ccccc2)cc1)c1nc2cc3c(cc2s1)OCCO3	i	i	i	i	i	i	i	i	i	i	i
CCCC(c1nnnn1CC(=O)OCC)N(Cc1cc2c(C)cc(C)cc2[nH]c1=O)C1CCCC1 (stereo not given)	i	i	i	i	i	i	i	i	i	i	i
COc1cc(CNCCO)ccc1OCCc1ccccc1	i	i	i	i	i	i	i	i	i	i	i
CCNC(=S)N1CCC(c2nc3cc(C)c(C)cc3[nH]2)CC1	i	i	i	i	i	i	i	i	i	i	i
CC(C)CCn1cnc2c(c1=O)c1nc3ccccc3nc1n2Cc1ccc2c(c1)OCO2	x	x	i	i	i	i	x	i	x	i	i
CCC(C)Sc1nc2c(cnn2-c2ccc(C)cc2)c(=O)[nH]1 (stereo not given)	i	i	i	i	i	i	i	i	i	i	i
Cc1c(NC(=O)CN2CCN(c3ccc(O)cc3)CC2)c(=O)n(-c2ccccc2)n1C	i	i	i	i	i	i	i	i	i	i	i
CC(C)Sc1nnc(Nc2ccccc2)s1	i	i	i	i	i	i	i	i	i	i	i
S=C1NC(c2ccccc2)=NCN1c1ccc(Cl)cc1	i	i	i	i	i	i	i	10*	i	i	i
COc1cc2cc(C(c3nnnn3C(C)(C)C)N3CCc4ccccc43)c(=O)[nH]c2cc1OC (stereo not given)	i	i	i	i	i	i	i	i	i	i	i
O=S(=O)(c1ccc(Cl)cc1)n1cnc2ccccc21	i	i	i	i	i	i	i	i	i	i	i
CC(=O)OCC(=O)C1CCC2C3CC=C4CC(O)CCC4(C)C3CCC12C (stereo not given)	i	i	x	x	x	x	i	x	i	i	x
CCOC(=O)C1=C(O)/C(=C/c2cn(CC(=O)NCC3CCCO3)c3ccccc23)SC1=Nc1ccc(C)cc1 (stereo not given)	i	i	x	x	x	x	i	x	i	i	x
CC(=O)NCCc1nc2ccccc2n1Cc1ccc(Cl)cc1	i	i	i	i	i	i	i	i	i	i	i
CN(C)S(=O)(=O)c1ccc2oc(SCC(=O)NCC(F)(F)F)nc2c1	i	i	i	i	i	i	i	i	i	i	i
Cc1nn(C(=O)N2CCOCC2)c(C)c1C	i	i	i	i	i	-5.5*	i	i	i	i	i
CCn1c(C)c(C(=O)O)c2cc(OC)c3ccccc3c21	i	i	i	i	i	i	i	i	i	i	i
Cc1cc(C)n2nc(SCC(=O)NC(=O)NCc3ccco3)nc2n1	i	i	i	i	i	i	i	i	i	i	i
Cc1nc2nc(SCC(=O)c3ccc([N+](=O)[O-])cc3)[nH]c2cc1Br	i	i	i	i	i	i	i	i	i	i	i
Cc1nn2c(-c3cccc(NC(=O)c4ccco4)c3)nnc2c2ccccc12	i	i	i	i	i	i	i	i	i	i	i
Cc1ccc(NC(=O)CCNCc2ccco2)cc1S(=O)(=O)N(C)C	i	i	i	i	i	i	i	i	i	i	i
CCOCCn1c(SCc2ccc(F)cc2)nc2c1c(=O)[nH]c(=O)n2C	i	i	i	i	i	i	i	i	i	i	i
Cc1cc(NC(=O)C(C)Oc2ccc(Cl)cc2Cl)n(-c2ccccc2)n1 (stereo not given)	i	i	i	i	i	i	i	i	i	i	i
Cc1cc(NC(=O)CSc2nc(C)c(C)c(=O)[nH]2)no1	i	i	i	i	i	i	i	i	i	i	i
Cc1ccc(C(=O)CCC(=O)N2CCN(C(=O)c3ccco3)CC2)cc1	i	i	i	i	i	i	i	i	i	i	i
CCOC(=O)N1CCN(C(=O)CSc2nnc(-c3cccc(Cl)c3)o2)CC1	i	i	i	i	i	i	i	i	i	i	i
CCOc1ccc(/C=C2\SC(=S)N(CCC(=O)Nc3cccc(C(=O)O)c3)C2=O)cc1	i	i	i	i	i	i	i	i	i	i	i
O=C(CNC(=O)c1cccs1)N/N=C/c1c(F)cccc1Cl	i	i	i	i	i	i	i	i	i	i	i
Cc1nnc(SCc2ccccc2Cl)n1CC1CCCO1 (stereo not given)	i	i	i	i	i	i	i	i	i	i	i
O=C(CN1CCC(Cc2ccccc2)CC1)N1CCc2ccccc2C1	i	i	i	i	i	i	i	i	i	i	i
O=C(O)c1ccc(CNCc2c(Cl)cccc2Cl)cc1	i	i	x	i	i	i	i	i	i	i	i
CC(C)=CCCC1(C)C=Cc2c(c(C)cc3c2[nH]c2cc(O)ccc23)O1 (stereo not given)	i	i	i	i	i	i	i	i	i	i	i
CC1(C)Cc2c(sc3ncn4nc(-c5ccco5)nc4c23)CO1	i	i	i	i	i	i	i	i	i	i	i
COc1ccc(N2C(=O)CC(Nc3ccc(C)cc3)C2=O)cc1 (stereo not given)	i	i	i	i	i	i	i	i	i	i	i
COc1ccc(C)cc1NC(=O)NC1CCCc2ccccc21 (stereo not given)	i	i	i	i	i	i	i	i	i	i	i
CCCc1nnc(NC(=O)CCC(=O)N2CCC(C)CC2)s1	i	i	i	i	i	i	i	i	i	i	i
CC(Sc1nnc(COc2ccc3ccccc3c2)n1C)C(=O)O (stereo not given)	i	i	i	i	i	i	i	i	i	i	i
Cc1cc(N2CCCCC2)nc2ccc(NC(=O)c3ccc(Br)o3)cc12	i	i	i	i	i	-8.8*	-6.9*	i	i	i	i
COCCNC(=O)c1cnn2c1NC(c1ccco1)CC2C(F)(F)F (stereo not given)	i	i	i	i	i	i	i	i	i	i	i
CN(C)c1ccc(/C=C/c2nnnn2-c2ccccc2)cc1	i	i	i	i	i	i	i	i	i	i	i
Cn1c(N)c(C(=O)CSc2nc3ccccc3n2-c2ccccc2)c(=O)n(C)c1=O	i	i	i	i	i	i	i	i	i	i	i
CC(C)CNC(=O)Nc1ccc(F)c(Cl)c1	i	i	i	i	i	i	i	i	i	i	i
Cc1cc([N+](=O)[O-])nn1CC(=O)NCc1cccs1	i	i	i	i	i	i	i	i	i	i	i
CCN(CC(=O)Nc1c(F)cccc1F)C(=O)c1ccc2c(c1)OCCO2	i	i	i	i	i	i	i	i	i	i	i
COc1ccc2c(c1)c1ccccc1n2C	i	i	i	i	i	i	i	i	i	i	i
COc1ccc(-c2cc(-c3ccc(OC)cc3)nc(-c3ccc4c(c3)NC(=O)CO4)c2)cc1	i	i	i	i	i	i	i	i	i	i	i
Cc1cc(NC(=O)c2ccc(N3C(=O)CCC3=O)cc2)no1	i	i	i	i	i	i	-5.3*	i	i	i	i
CCCCCn1c(=O)[nH]c2cc(C(=O)O)ccc2c1=O	i	i	i	i	i	i	i	i	i	i	i

More compounds.
smiles	MrgX1 ag	MrgX1 PAM	TRPC4 inh	TRPC6 activator	TRPC4 act	TRPC6 inh	MrgX1 antag	TRPC4 potent	TMEM16A inh	TMEM16A act	RGS4 inh
COc1ccc(C(=O)COC(=O)CCC(=O)c2cccs2)cc1	i	i	i	i	i	i	i	i	i	i	i
Cn1cnnc1Sc1ccc(/C=C/C(=O)c2ccc(O)cc2)cc1[N+](=O)[O-]	i	i	i	i	i	i	i	i	i	i	i
Cc1ccccc1S(=O)(=O)/N=C(/c1ccccc1)N1CCOCC1	i	i	i	i	i	i	i	i	i	i	i
Cn1nccc1C(=O)Nc1sc2c(c1C#N)CCCC2	i	i	i	i	i	i	i	i	i	i	i
CC(=O)Nc1ccc2[nH]c(C)c(CC=C(Cl)Cl)c(=O)c2c1	i	i	i	i	i	i	i	i	i	i	i
O=C(Nc1cccc(F)c1)c1c(O)c2ccccc2[nH]c1=O	i	i	i	i	i	i	i	i	i	i	i
C=CCNC(=S)NNC(=O)Cn1c(-c2ccccc2)cc(=O)n2ncnc12	i	i	i	i	i	i	i	i	i	i	i
CCN(CC)CCN(Cc1cc2cc3c(cc2[nH]c1=O)OCO3)C(=S)NCCCOC	i	i	i	i	i	i	i	i	i	i	i
Cc1ccc(C(=O)/C=C/C(=O)c2ccc(C)cc2)cc1	i	i	i	i	i	i	i	i	i	i	i
O=S(=O)(Nc1ncccn1)c1ccc(NC(=S)Nc2cccc(Cl)c2)cc1	i	i	i	i	i	i	i	i	i	x	i

Screening data: PubChem, Johns Hopkins Ion Channel Center
